# AmpC inh det = blocks E. coli AmpC beta-lactamase in presence of detergent; purified AmpC, nitrocefin hydrolysis with detergent; Potency, µM (series often up to 28.7 µM), for the others: at the top dose activity change, negative = inhibition; 0.09% of 71,000 active; AID 584; active = well fitted curve in the direction sought with a large enough effect
# Target sequence (P00811 whole entry, looked up): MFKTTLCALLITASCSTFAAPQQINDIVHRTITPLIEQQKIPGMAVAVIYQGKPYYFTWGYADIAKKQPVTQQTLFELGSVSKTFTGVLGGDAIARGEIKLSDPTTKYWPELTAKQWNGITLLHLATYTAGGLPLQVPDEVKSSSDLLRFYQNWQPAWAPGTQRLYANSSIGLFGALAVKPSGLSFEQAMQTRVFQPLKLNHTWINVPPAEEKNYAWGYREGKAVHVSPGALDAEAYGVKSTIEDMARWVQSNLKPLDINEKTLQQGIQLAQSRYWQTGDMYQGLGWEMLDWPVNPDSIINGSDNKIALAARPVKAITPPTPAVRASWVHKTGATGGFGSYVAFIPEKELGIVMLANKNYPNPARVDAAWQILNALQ
#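 E. coli AmpC (5.3 nM) in 20 mM phosphate pH 7.0 with 0.01% Triton X-100, preincubated 15 min RT with compound; nitrocefin (2 uL of 800 uM stock) hydrolysis followed by 480 nm absorbance every 20 s over 4 min.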
# * = called active by the depositor; & = joins results of further samples; [ ] = remark or other dose. % is scaled to controls: 0 for no effect and ±100 for the full control effect; potency is read from the fitted curve at half-maximal effect. The list is partial; count on the stated rates, not on these rows.
SMILES,AmpC inh det
Cc1ccc(-n2c(SCC(=O)Nc3ccc4cn[nH]c4c3)nnc2-c2ccco2)cc1,-4%
CC1Cc2ccccc2N1C(=O)Cc1cccs1 (configuration not stated),-5%
O=C(O)COc1ccc(C(=O)Cc2ccc3c(c2)OCCCO3)c(O)c1,-1%
COc1ccc2cccc(N3CCN(CCNC(=O)c4ccc(F)cc4)CC3)c2c1,-3%
Cc1cccc(N2CCN(C(c3ccccc3)c3nnnn3CC3CCCO3)CC2)c1C (configuration not stated),-3%
Cc1ccc2c(c1)N(CC(=O)N1CCCCC1c1cccnc1)C(=O)CO2 (configuration not stated),3%
CCC/C=C(\CCC)C(NC(=O)c1ccc(C(F)(F)F)cc1)c1ccc(C(F)(F)F)cc1 (configuration not stated),1%
Cc1cc(NC(=O)COC(=O)c2cc3c(s2)CCC(C)C3)no1 (configuration not stated),-4%
Cc1ccc2nc(N/N=C\c3cccc(C)n3)cc(C)c2c1,-3%[5.75 µM]
O=C(NCCCO)c1ccc2[nH]c3ccccc3c2c1,9%
CSc1ccccc1NS(=O)(=O)c1ccc2c(c1)OCCO2,-3%
CCCCn1c(O)c(C(CC)=Nc2ccc(OCC)cc2)c(=O)[nH]c1=O,-1%
COC(=O)c1c(NC(=O)C2CC2)sc2c1CCCC2,10%
CN=C1SC(CC(=O)Nc2cc(Cl)ccc2Cl)C(=O)N1C (configuration not stated),-1%
COc1cc2c(=O)n(Cc3ccco3)c(=O)n(CC(=O)c3ccc(Br)cc3)c2cc1OC,-2%
O=C(c1ccccc1NS(=O)(=O)c1ccc(Br)s1)N1CCCC1,-6%
COc1ccc(CC(NC(C)=O)C(=O)NC2CCN(S(=O)(=O)c3ccccc3)CC2)cc1OC (configuration not stated),-1%
CC(C)[C@@H]1[C@H]2CC[C@H](C2)[C@H]1N,-3%&0%
CCOc1ccc(N(CC(=O)NC2CCCCCC2)S(=O)(=O)c2c(C)noc2C)cc1,6%
O=C(COC(=O)CCOc1ccccc1)Nc1ccc(Cl)cn1,-1%
COCCOc1ccc(C(F)(F)F)cc1Nc1nc2ccccc2o1,3%
CCOc1cc(C(=O)N2CCN(c3ccc(C(C)=O)cc3)CC2)cc(OCC)c1OCC,-2%
CC(C)[C@H](NC(=O)NC1CCCC1)C(=O)O,-1%
COc1cccc(/C=N/n2cncn2)c1OCC#N,1%
CCCCn1nnc(NC(=O)CC23CC4CC(CC(C4)C2)C3)n1,-4%
COc1cc2c(=O)n(Cc3ccccc3)c(=O)n(CC(=O)NCC3CCCO3)c2cc1OC (configuration not stated),3%
Clc1ccc(CSc2nnc([C@@H]3CCCN3)o2)cc1,-2%
CCCc1cc(C(=O)Nc2cc(OC)c(Cl)cc2OC)no1,7%
O=C(CSc1nc2ccsc2c(=O)n1Cc1ccccc1)NCc1ccco1,7%
N#Cc1c(F)cccc1N1CCOCC1,-1%
COCCn1c(SCC(=O)N2CCCCC2)nc2ccccc2c1=O,-6%
CC1CCN(S(=O)(=O)c2cc(Cl)ccc2Br)CC1,-4%
C=CC1=C(C)C2=NC1=CC1=NC(=CC3=NC(=CC4=NC(=C2)C(C)=C4CCC(=O)O)C(CCC(=O)O)=C3C)C(C=C)=C1C.[Zn],-12%
CCOC(=O)C1=C(C)Nc2ncnn2C1c1ccc2c(c1)OCO2 (configuration not stated),1%
Cc1ccc(OCCSc2nnc(NC(=O)c3ccco3)s2)cc1,-3%
CCn1c(Cn2nnc(-c3ccccc3)n2)nnc1SCc1ccc(Cl)c(Cl)c1,-6%
COC(=O)c1c(-c2ccc(F)cc2)csc1NC(=O)c1ccco1,1%
CCN(CC)CCN1c2ccccc2Sc2ccc3ccccc3c21,-5%[5.75 µM]
Oc1cc2ccccc2cc1-c1n[nH]c(=S)o1,-5%
COc1ccccc1-c1cc(C(F)(F)F)nc(S(=O)(=O)CCCC(=O)N2CCCCC2C)n1 (configuration not stated),-2%
COc1cccc(OC)c1C1=NCC(=O)Nc2c1oc1ccc(Br)cc21,12%
CCN(Cc1ccccc1)S(=O)(=O)c1nc2nc(C)c(C)c(C)n2n1,2%
O=C(Cn1cc(C(=O)c2cccs2)c2ccccc21)NCc1ccc2c(c1)OCO2,14%
CCOC(=O)N1CCN(C(=O)c2cc3c(=O)n(C)c4ccccc4c3n2C)CC1,12%
COc1ccc(NC(=O)c2c(-c3ccccc3Cl)noc2C)c(OC)c1,-6%
Cc1nn(C(C)C(=O)O)c(=O)c2c1sc1ccccc12 (configuration not stated),11%
O=C1c2ccccc2CC[C@H]1CNCCc1ccc(O)cc1,-2%
COc1ccc(NC(=O)c2ccco2)cc1NC(=O)c1c(F)c(F)c(OC)c(F)c1F,-3%
CN1C(=O)N(CN2CCCCC2)C2C1N(C)C(=O)N2CN1CCCCC1 (configuration not stated),9%
CCOC(=O)c1c(C)[nH]c2ccc3c(c12)CN1CCc2cc(OC)ccc2[C@@H]1O3,-3%
N#Cc1cccc(-c2ccc3ncnc(NCc4ccccc4)c3c2)c1,11%
NC1CCC(CC2CCC(N)CC2)CC1 (configuration not stated),9%
CCOc1ccccc1NC1=NCC(=O)N1Cc1ccc(F)cc1,-1%
O=C(Nc1nnc(CCN2CCOCC2)s1)C1CCCCC1,-2%
CCC(=O)n1nc(NCc2ccccc2OC)nc1NCc1ccccc1OC,-5%
COc1ccccc1CNc1nc2nc3c(c(=O)n2[nH]1)CCC3,0%
CC[C@@H](C)[C@H](NS(=O)(=O)c1ccc(C)cc1)C(=O)N1CCC(C(=O)NCC(=O)O)CC1,-3%
COCCn1c(C)cc(C(=O)COC(=O)c2cc3c(s2)CCC3)c1C,-5%
COCCCNC(=O)c1ccccc1NS(=O)(=O)c1ccc(C)cc1,11%
CN(CC(=O)NCc1ccco1)S(=O)(=O)c1ccc2c(c1)n(C)c(=O)c(=O)n2C,-1%

# Next structures
SMILES,AmpC inh det
CCOC(=O)N1CCC(NS(=O)(=O)c2ccc3c(c2)C(C)(C)C(=O)N3C)CC1,0%
CCC(CC)C(=O)Nc1c2cnn(-c3ccccc3)c2nc(=O)n1-c1ccccc1,8%
Cc1cc2cc(CN(Cc3cccs3)Cc3nnnn3CC3CCCO3)c(=O)[nH]c2cc1C (configuration not stated),10%
Cc1nc(NCc2ccco2)c(C#N)c2c1COC(C)(C)C2,-2%
CC(=O)c1cnc(Nc2nc(C)c3cccc(C)c3n2)nc1C,14%
Cc1cc(C)n(S(=O)(=O)c2ccc(Cl)c(Cl)c2Cl)n1,7%
CC1CCCCN1C(=O)Cn1c(=O)oc2ccccc21 (configuration not stated),-2%
CCCCC(=O)Nc1ccc(C(N)=O)cc1,-4%
CCNc1ncc2nc(-c3cccs3)c(=O)n(C[C@H]3CCCO3)c2n1,0%
O=C(Nc1cccc(C(F)(F)F)c1)C1CCCN(S(=O)(=O)c2cnc[nH]2)C1 (configuration not stated),-4%
CCSc1nnc(NC(=O)CSc2nc3c(c(=O)n2C)SC(C)C3)s1 (configuration not stated),0%
CCCS(=O)(=O)c1c(S(=O)(=O)CCC)c2cc(CC)ccn2c1C(=O)OC,10%
CC(C)COc1cccc(C(=O)Nc2ccc(S(=O)(=O)N3CCOCC3)cc2)c1,1%
CN(Cc1cnc2nc(N)nc(N)c2n1)c1ccc(C(=O)N[C@H](CCC(=O)O)C(=O)O)cc1,-3%[12.8 µM]
Cc1ccc(CNC(=O)C2c3ccccc3C(=O)N(C)C2c2c[nH]c3ccccc23)o1 (configuration not stated),1%
COc1ccc(OC)c(C2C(C(=O)c3cccs3)=C(O)C(=O)N2CCN(C)C)c1 (configuration not stated),1%
COCC(=O)N1CCC[C@@]2(CCN(Cc3ccc(C#N)cc3)C2)C1,1%
COC(=O)c1ccc(Oc2nc3c(c(=O)n(C)c(=O)n3C)n2CCC(C)C)cc1,-3%
c1cc2nncn2nc1N1CCCC1,0%
Cc1ccc(SCc2nc(-c3ccccc3)no2)cc1,-3%
COCCNC(=O)c1ccc2ccccc2n1,-1%
O=C(COc1ccccc1)Nc1cccc(-c2nnc(-c3ccccc3)o2)c1,10%
CN(Cc1ccccc1)Cn1ccnc1,-3%[5.75 µM]
CCCOc1ccc([C@@H]2C3CN(C(=O)OCC)CC=C3C(C#N)=C(N)C2(C#N)C#N)cc1OC (some centres not stated),10%
CCOC1OC2C(CO)OC(n3cnc4c(N)ncnc43)C2O1 (configuration not stated),10%
CC1CC(C(F)(F)F)n2ncc(C(=O)O)c2N1 (configuration not stated),-1%
CC(=O)Nc1ccc(NC(C)=O)s1,-2%
COc1ccccc1CC(=N)N1C[C@@H]2C(=O)CCC(c3ccccc3)(c3ccccc3)[C@@H]2C1,-5%
O=C(CSc1nnc(COc2ccc(Cl)cc2)o1)N1CCN(c2ccccc2)CC1,-1%
O=C1C2CCCN2C(c2cccnc2)N1c1cccc(Cl)c1 (configuration not stated),1%
COc1cccc(-c2nnn(CCC(=O)O)n2)c1,-4%
O=C(Oc1cccc2cccnc12)c1cccs1,-2%
O=C(CSc1ncn(-c2ccccc2)n1)N1CCc2ccccc21,-3%
Cc1ccc(/C(C#N)=C/c2cccc([N+](=O)[O-])c2)cc1,-4%[5.75 µM]
CCc1ccc(OCc2ccc(C(=O)NCc3ccccn3)o2)cc1,-3%
CC(=O)c1c(C)[nH]c(C(=O)NCCN2CCC(C)CC2)c1C,-2%
O=C(CC(C(=O)N1CCc2ccccc21)n1ccnc1)N1CCc2ccccc2C1 (configuration not stated),4%
COc1cccc(Cn2c(=O)c(-c3cccs3)nc3cnc(Nc4ccccc4)nc32)c1,3%
Fc1ccc(Cn2nnnc2CN2CCN(C3CCCCC3)CC2)cc1,12%
COc1cc(C(Nc2ccccn2)c2ccc3ccc(C)nc3c2O)cc(OC)c1O (configuration not stated),20%
CC1CCc2c(nc3ncnn3c2N2CCN(c3ccccc3F)CC2)C1 (configuration not stated),-1%
NCC[Se][Se]CCN,-3%[5.75 µM]
CC1CCCCC1NC(=O)Cn1ncc2ccccc21 (configuration not stated),11%
Nc1nc(-c2cccc(NS(=O)(=O)c3ccccc3)c2)cs1,-1%
CCc1nnc(NCC(=O)N2CCc3ccccc32)s1,8%

# 24 entries from above, arranged by SMILES length, rising:
SMILES,AmpC inh det
NCC[Se][Se]CCN,-3%[5.75 µM]
c1cc2nncn2nc1N1CCCC1,0%
NC1CCC(CC2CCC(N)CC2)CC1 (configuration not stated),9%
CC1Cc2ccccc2N1C(=O)Cc1cccs1 (configuration not stated),-5%
COc1cccc(-c2nnn(CCC(=O)O)n2)c1,-4%
Cc1ccc(SCc2nc(-c3ccccc3)no2)cc1,-3%
CC1CC(C(F)(F)F)n2ncc(C(=O)O)c2N1 (configuration not stated),-1%
Cc1nn(C(C)C(=O)O)c(=O)c2c1sc1ccccc12 (configuration not stated),11%
COCCOc1ccc(C(F)(F)F)cc1Nc1nc2ccccc2o1,3%
CC(=O)c1cnc(Nc2nc(C)c3cccc(C)c3n2)nc1C,14%
COc1ccccc1CNc1nc2nc3c(c(=O)n2[nH]1)CCC3,0%
Cc1cc(NC(=O)COC(=O)c2cc3c(s2)CCC(C)C3)no1 (configuration not stated),-4%
COCC(=O)N1CCC[C@@]2(CCN(Cc3ccc(C#N)cc3)C2)C1,1%
CCN(Cc1ccccc1)S(=O)(=O)c1nc2nc(C)c(C)c(C)n2n1,2%
CCCCn1c(O)c(C(CC)=Nc2ccc(OCC)cc2)c(=O)[nH]c1=O,-1%
O=C(CC(C(=O)N1CCc2ccccc21)n1ccnc1)N1CCc2ccccc2C1 (configuration not stated),4%
CC(C)COc1cccc(C(=O)Nc2ccc(S(=O)(=O)N3CCOCC3)cc2)c1,1%
COc1cccc(Cn2c(=O)c(-c3cccs3)nc3cnc(Nc4ccccc4)nc32)c1,3%
Cc1ccc(-n2c(SCC(=O)Nc3ccc4cn[nH]c4c3)nnc2-c2ccco2)cc1,-4%
CCOC(=O)N1CCC(NS(=O)(=O)c2ccc3c(c2)C(C)(C)C(=O)N3C)CC1,0%
CCOC(=O)c1c(C)[nH]c2ccc3c(c12)CN1CCc2cc(OC)ccc2[C@@H]1O3,-3%
COc1ccccc1-c1cc(C(F)(F)F)nc(S(=O)(=O)CCCC(=O)N2CCCCC2C)n1 (configuration not stated),-2%
COc1ccc(CC(NC(C)=O)C(=O)NC2CCN(S(=O)(=O)c3ccccc3)CC2)cc1OC (configuration not stated),-1%
CCCOc1ccc([C@@H]2C3CN(C(=O)OCC)CC=C3C(C#N)=C(N)C2(C#N)C#N)cc1OC (some centres not stated),10%

# Next part
SMILES,AmpC inh det
O=C(OCc1nnc(-c2ccccc2)o1)c1ccc2ccccc2n1,-3%
Cc1nc2ncnn2c(N2CCCC(C(=O)Nc3ccc4c(c3)CCC4)C2)c1C (configuration not stated),-5%
O=C(Cn1cnc2c(nnn2Cc2ccccc2F)c1=O)NCC1CCCO1 (configuration not stated),-10%
Cc1cccc(NC(=O)c2cc(NC(=O)C3CC=CCC3C(=O)O)ccc2N2CCOCC2)c1 (configuration not stated),-4%
COCCNC(=O)[C@@]1(C)C=C[C@@H](Cc2ccccc2)N1C(=O)c1ccccc1,16%
CCN(Cc1ccccc1)C(=O)CSc1nc(C)cc(C)c1C#N,-2%
O=C(c1ccco1)N1CCC2(CC1)CN(c1ccccn1)C2,5%
CC12/C(=N/O)C3C4CC5C3/C(=N/O)C1C5C42 (configuration not stated),11%
CCCc1nnc(NC(=O)Cn2c(=O)oc3ccccc32)s1,-6%
CS(=O)(=O)N1CCC2(CCN(c3ccncc3)CC2)CC1,-5%
COc1cc(C)c(C#N)c(OC)n1,-5%
Nc1cccc(OCc2nc(N)nc(N)c2-c2ccc(Cl)cc2)c1,-3%[5.75 µM]
O=C(O)CN(CC(=O)O)CC(=O)O,7%
COc1ccccc1NC(=O)CSc1nc2ccccc2c(=O)n1CCNC(C)=O,-7%
COc1cc2cc(CN(CCN3CCCC3)C(=O)Nc3ccccc3Cl)c(=O)[nH]c2cc1OC,-3%
Cc1nc(N)nc2ccccc12,-3%[5.75 µM]
CCCCN(C)C(=O)CCCCn1c(=O)[nH]c2cc(OCC)c(OCC)cc2c1=O,-3%
COc1cccc(N2CCN(Cc3coc4c(Cl)cc(Cl)cc4c3=O)CC2)c1,1%

# Compound activity as filed in PubChem.
